Source: PubChem BioAssay (Sanford-Burnham Center for Chemical Genomics)
Mdm2 MdmX PPI: disrupts the human Mdm2-MdmX interaction. SaOS-2 split-luciferase Mdm2/MdmX complementation, luminescence. O15151+Q00987. 330,000 tested, 3% active. inhibition, % at 8 µM;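 active means inhibition of at least 50% at 8 µM in the primary screen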
Target sequence (O15151 whole entry, looked up): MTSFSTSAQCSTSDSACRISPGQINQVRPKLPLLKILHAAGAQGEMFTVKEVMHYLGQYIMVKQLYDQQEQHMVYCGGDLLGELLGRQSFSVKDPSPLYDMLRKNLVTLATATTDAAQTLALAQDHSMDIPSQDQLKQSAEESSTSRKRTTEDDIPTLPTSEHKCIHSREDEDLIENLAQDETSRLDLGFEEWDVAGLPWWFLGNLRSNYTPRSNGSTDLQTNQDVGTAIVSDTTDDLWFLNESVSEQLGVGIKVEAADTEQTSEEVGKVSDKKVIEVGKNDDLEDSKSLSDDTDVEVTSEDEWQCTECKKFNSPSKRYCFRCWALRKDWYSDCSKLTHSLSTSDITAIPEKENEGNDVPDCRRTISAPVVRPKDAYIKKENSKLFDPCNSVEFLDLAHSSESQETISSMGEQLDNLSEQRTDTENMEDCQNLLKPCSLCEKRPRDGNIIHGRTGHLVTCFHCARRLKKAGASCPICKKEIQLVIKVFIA
Target sequence (Q00987 whole entry, looked up): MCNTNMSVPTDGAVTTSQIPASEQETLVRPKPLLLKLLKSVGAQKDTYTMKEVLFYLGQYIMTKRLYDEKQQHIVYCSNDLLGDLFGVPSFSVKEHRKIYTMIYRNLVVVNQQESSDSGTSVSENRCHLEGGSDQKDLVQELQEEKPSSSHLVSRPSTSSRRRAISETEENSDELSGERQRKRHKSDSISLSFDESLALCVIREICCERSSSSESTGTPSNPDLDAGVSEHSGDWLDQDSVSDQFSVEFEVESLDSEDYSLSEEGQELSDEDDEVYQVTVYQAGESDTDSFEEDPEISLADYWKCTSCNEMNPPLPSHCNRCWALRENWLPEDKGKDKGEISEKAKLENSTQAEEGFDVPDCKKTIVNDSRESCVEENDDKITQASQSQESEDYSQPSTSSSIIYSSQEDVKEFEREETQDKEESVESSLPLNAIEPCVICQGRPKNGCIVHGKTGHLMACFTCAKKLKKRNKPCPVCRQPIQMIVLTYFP
EBI2 antag: blocks human EBI2 receptor beta-arrestin signaling. P32249. EBI2 beta-arrestin recruitment, luminescence, 7a,25-OHC stimulated. inhibition, % at 5 µM. 360,000 tested, 0.81% active; in the data active means inhibition above about 38%;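 further: enzyme fragment complementation signal reports receptor beta-arrestin coupling in cells; 0% = agonist plus DMSO wells and 100% = wells without agonist; some results beyond the cut were filed as inactive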
APJ agonist: agonists of human APJ apelin receptor. 330,000 tested, 0.11% active. P35414. activation, % at 20 µM. CHO-K1 APJ PathHunter beta-arrestin, luminescence; 0% DMSO wells, 100% apelin;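 active means activation more than six SD over the plate average, tested at 20 µM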;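 further: 0% = DMSO alone and 100% = apelin-13 at 10 nM; some results filed as inactive read as strong as hits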
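Assay system: CHO-K1 APJ beta-arrestin complementation cell line / Compound: single test compound dose, 20 µM final, 1% DMSO / Times: overnight seeding, 90 min compound at 25 °C, 1 h detection / Technique: beta-gal luminescence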
UPR CHOP act: apoptotic UPR (CHOP) activation; 330,000 tested, 0.34% active; CHO-CHOP luciferase reporter, luminescence; percent of tunicamycin response over DMSO baseline; activation, % at 10 µM;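 active means at 10 µM dose, activation of 40% or more, normalized to positive control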;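 further: 100% = tunicamycin at 10 µg/mL and 0% = DMSO alone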
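Material: CHO-CHOP cells, stable luciferase reporter of PERK-eIF2a-CHOP signalling; quantity: 500 reporter cells seeded per well; buffer or medium: F12 medium containing 10% fetal bovine serum; compound: one dose, 10 µM in 0.5% DMSO; incubation: 6 h compound treatment, 37 °C; measured by: Steady-Glo luciferase luminescence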
CXCR6 block: CXCR6 (human) receptor inhibition; inhibition, % at 20 µM; CHO-K1 PathHunter CXCR6 beta-arrestin, luminescence; 360,000 tested, 0.36% active; O00574; in the data active means inhibition above about 34%, passing the limit was not always enough;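 further: antagonist mode with CXCL16 agonist at 10 nM final; 0% = 10 nM CXCL16 with DMSO and 100% = unstimulated wells without agonist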
tim23-1 inh: tim23-1 yeast growth inhibition | S. cerevisiae tim23-1 growth, BacTiter-Glo luminescence, 24 h | inhibition, % at 20 µM | 330,000 tested, 1.3% active;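 active means growth inhibition of the mutant yeast at or above 50%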;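 further: temperature-sensitive mutant grown at 25 °C; plate controls were DMSO-treated mutant yeast for no effect and medium wells lacking yeast for full effect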
XBP1 UPR activ: activators of adaptive arm of unfolded protein response (XBP1) | CHO-XBP1 luciferase reporter, IRE1-XBP1 UPR activation, luminescence; percent of tunicamycin response, DMSO as zero | activation, % at 20 µM | 330,000 tested, 0.33% active | AID 463104;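 active means versus positive control, 20 µM dose yields 30% or more activation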;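 further: 100% = tunicamycin at 10 µg/mL and 0% = DMSO only wells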
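Material – CHO cell line with stable XBP1 luciferase reporter · Buffer or medium – F12 plus 10% FBS · Compound – single point, 20 µM final compound, 1% DMSO · Schedule – 16-18 h cell attachment at 37 °C, then 6 h compound exposure · Signal – Steady-Glo luminescence read · Benchmarks – high control tunicamycin 10 µg/mL final, low control DMSO vehicle only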
CCR6 antag: CCR6 (human) receptor antagonism; inhibition, % at 20 µM; AID 493098; 340,000 tested, 0.49% active; CHO-K1 CCR6 PathHunter beta-arrestin, luminescence, CCL20-stimulated;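 active means compounds whose inhibition of the agonist-driven luminescence signal at 20 µM reaches about 50%, limit read from the data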;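 further: cells stimulated with CCL20 at 14 nM final; plate controls were DMSO with CCL20 for no effect and DMSO without agonist for full effect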
APJ antag: blocks the human apelin receptor APJ | inhibition, % at 20 µM | CHO-K1 APJ beta-arrestin complementation, luminescence | 330,000 tested, 0.32% active | P35414;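 active means inhibition above about 40% at 20 µM, limit read from the data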;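 further: cells challenged with 10 nM apelin-13 agonist together with compound; plate controls were apelin-13 plus DMSO wells for no effect and DMSO wells lacking apelin-13 for full effect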
Starred values were filed as active, the others as inactive; / = no result given.

SMILES	Mdm2 MdmX PPI	EBI2 antag	APJ agonist	UPR CHOP act	CXCR6 block	tim23-1 inh	XBP1 UPR activ	CCR6 antag	APJ antag
CN1CCN(S(=O)(=O)c2cccc(C(=O)N3CCN(c4ccccc4F)CC3)c2)CC1	18	-12	-1	-2.2	-1	12	-3	-2	-18
CCSc1ccccc1C(=O)N1CCN(c2ccc([N+](=O)[O-])cc2)CC1	5	11	-2	-3.1	2	36	0	16	20
CCc1nc2ccccc2nc1N1CCN(S(=O)(=O)c2ccccc2)CC1	5	18	-3	-0.7	7	36	1	14	7
CC(C)(C)CNC(=O)[C@]1(C)CCC[C@@]2(C)C3CC[C@@]4(C)C[C@]3(CCC21)CC4=O (stereo partly specified)	11	13	-4	0.2	8	31	0	18	11
CC(C)c1ccc(NC(=O)COC(=O)/C=C/c2cccc(Br)c2)cc1	-15	-9	1	-0.4	5	11	2	-3	-31
COc1ccc(NC(=O)CCSc2nc(C)cs2)cc1	-9	2	-2	3.9	-2	19	-1	-10	4
COc1cc(/C=C2\SC(=N)N(c3ccc(F)cc3)C2=O)ccc1O	43	-3	-4	-2.2	-2	0	3	6	11
CC(=O)Nc1ccc(SCCN2CC[C@@H](O)CCC2=O)cc1	-6	2	-2	1.3	-3	8	-2	-6	5
O=C(NCCN1CCOCC1)[C@H](Cc1ccccc1)N1C(=O)c2ccccc2C1=O	-28	-5	-1	2.2	-2	7	-5	1	-45
Cc1noc(/C=C/N(C)C)c1S(=O)(=O)N1CCCC(C(=O)NCc2ccc(Cl)cc2)C1 (stereo unspecified)	-17	3	-4	9.5	-1	15	-2	13	-9
Cc1ccc(S(=O)(=O)CCC(=O)Nc2sccc2C(N)=O)cc1	30	-5	0	-1.3	-2	-4	-1	2	7
OCCNCCCOc1cc(Cl)ccc1Cl	31	-11	-3	0.4	-9	-8	-1	4	-5
Cc1noc(NS(=O)(=O)c2ccc(NC(=O)c3ccc(N(C)C)cc3)cc2)c1C	11	-13	-3	0.3	3	-6	-1	3	-6
Cc1cc(Cl)ccc1NC(=S)NCc1ccc(Cl)cc1	6	1	-1	1.1	-14	-7	0	9	7
COc1cc(C(=O)Nc2ccccn2)cc(OC)c1OC	14	-5	3	4.3	-6	7	-2	-9	8
c1ccc(CCCNc2ncccn2)cc1	3	-5	-5	0.0	-3	1	0	8	-9
CC(C)N1CCC(N2CCN(Cc3cnc(-c4ccccc4)s3)CC2CCO)CC1 (stereo unspecified)	7	4	-2	-1.4	-3	2	0	3	7
CC(OC(=O)c1ccc(F)cc1)C(=O)Nc1nc(-c2cccc([N+](=O)[O-])c2)cs1 (stereo unspecified)	15	7	-1	2.0	-4	26	-1	3	10
Cc1noc(C)c1S(=O)(=O)N1CCN(c2ccc(Cl)cc2)CC1	-18	7	-2	-0.4	-6	2	-5	16	9
Cc1[nH]c2ccc(CNS(=O)(=O)c3ccc(S(=O)(=O)N4CCOCC4)cc3)cc2c1C	-8	7	3	0.9	3	7	-7	-6	13
O=C(Cc1cccc(NC(=O)C2CCN(C(=O)C3CC3)CC2)c1)Nc1cccc(C(=O)N2CCCC2)c1	19	-10	-3	0.0	-7	17	-4	-4	-2
CN(CC(=O)Nc1ccccc1C(F)(F)F)C(=O)c1ccc2c(=O)n3c(nc2c1)CCC3	7	-9	-2	-0.8	-6	4	0	6	11
O=C(CCCN1CCC(O)(c2cccc(C(F)(F)F)c2)CC1)c1ccc(F)cc1	30	2	-1	-0.7	2	-22	-7	34	-14
CC(=O)c1ccccc1NC(=O)COC(=O)c1cc[n+]([O-])cc1	6	-8	0	1.1	-1	-5	-1	-10	-9
CCN(Cc1ccccc1)Cc1cccc([N+](=O)[O-])c1	11	9	-6	-0.1	1	-4	1	8	22
CCOC(=O)c1c(-c2ccc(OC)c(OC)c2)csc1NC(=O)C1CCCO1 (stereo unspecified)	31	2	-1	-0.7	-2	19	0	6	-20
O=C(N1CCCCC1)N1CCN(C(=O)N2CCCCC2)CC1	21	-9	1	-1.0	-5	7	-2	11	0
CCC1(C)N=C(N)Nc2nc3cc(C)c(C)cc3n21 (stereo unspecified)	4	-9	-2	0.1	-2	-4	-4	2	-15
O=C(COc1ccc(/C=N/NC(=O)c2ccncc2)cc1)Nc1cccc([N+](=O)[O-])c1	-20	6	3	1.7	-8	4	1	15	-9
c1ccc(C2=Nc3cccc4cccc(c34)N2)cc1	-6	5	-3	2.4	0	28	1	6	-30
NS(=O)(=O)c1ccc(CNC(=O)c2cccnc2Cl)cc1	21	-17	1	-1.1	-8	4	-6	-4	-7
Cc1ccc(S(=O)(=O)N(C)Cc2cc3cc(C)ccc3[nH]c2=O)cc1	-11	13	5	-0.7	-9	11	-5	22	13
O=C(CCCN1C(=O)c2ccccc2C1=O)NCCc1ccc(OC(F)F)cc1	7	14	-2	2.5	2	11	-1	21	12
C=C(NC(=O)C(=C)NC(=O)c1csc(C2=NC3c4csc(n4)C4NC(=O)c5csc(n5)C([C@@](C)(O)C(C)O)NC(=O)C5CSC(=N5)/C(=C\C)NC(=O)C(C(C)O)NC(=O)c5csc(n5)[C@]3(CC2)NC(=O)C(C)NC(=O)C(=C)NC(=O)C(C)NC(=O)C(C(C)CC)NC2C=Cc3c(C(C)O)cc(nc3C2O)C(=O)OC4C)n1)C(N)=O (stereo partly specified)	94*	/	-2	15	/	1	30	/	12
C[C@@H](C(=O)NCc1ccccc1)[C@@H]1C[C@@]1(C)[C@@H](NC(=O)OCc1ccccc1)c1ccccc1	31	26	-6	0.2	10	14	-3	16	3
CC1CCCCN1CC(O)COCc1ccc(Cl)cc1 (stereo unspecified)	-17	2	-3	-0.4	7	2	0	3	-5
O=C(NCc1ccccc1)/C(=C/c1cccc([N+](=O)[O-])c1)NC(=O)c1ccco1	-10	-4	-2	0.8	-1	0	-7	5	12
C/C(=N\Nc1nc2ccccc2c(=O)n1O)c1ccco1	-43	-7	0	3.9	2	10	2	-1	18
Cc1ccc2c(c1)COc1c3ccc(C(=O)N4CCOCC4)cc3nn1-2	-49	5	-5	3.0	-14	27	4	-3	0
COc1ccc(CNC(=O)COC(=O)c2ccc(OCC3CCCO3)cc2)cc1 (stereo unspecified)	14	11	-4	-2.6	-2	1	-1	1	11
COc1ccc(C)cc1Nc1n[n+](C)c(-c2c3ccccc3cc3ccccc23)s1	-1	-5	8	0.1	3	30	1	8	-96
Cc1cccc(C)c1NC(=O)COC(=O)c1cccc2c1C(=O)c1ccccc1C2=O	59*	-7	4	1.4	-3	-2	1	-22	-26
Cc1cc(C)c(C#N)c(SC(F)F)n1	-8	-6	-1	-0.4	7	10	1	20	-2
O=C(O)c1cccc(-n2c(O)c(C=C3N=c4ccccc4=N3)sc2=S)c1	16	-8	-2	1.4	-2	8	-1	-6	-23
Cc1cc(/C=N/N2CCN(C)CC2)c(C)n1-c1ccccc1F	32	-1	-8	1.8	-3	-18	9	8	-5
Cc1ccc2c(c1)N(CC(=O)NCCCN1CCCC1)C(=O)CO2	-46	1	2	0.8	-7	9	-2	17	7
CN(NC(N)=O)c1ncc(C(F)(F)F)cc1Cl	6	-1	-1	-0.8	-11	-9	2	15	-4
O=C(Oc1ccc(F)cc1)N1CCOCC1	6	0	0	-2.6	10	3	-3	-4	-9
COc1cc(CC(=O)OCC(=O)NCC(C)C)cc(OC)c1OC	13	2	-4	1.0	-12	-6	-2	2	16
O=C(NC1(C(F)(F)F)NC(=O)N(CCc2ccccc2)C1=O)C1CC1 (stereo unspecified)	-5	-5	5	0.5	-8	23	-2	3	-8
COc1ccc(/C=N/NC(=O)c2[nH]c3ccc(Br)cc3c2-c2ccccc2)c(C(=O)O)c1OC	-10	9	1	1.4	10	19	2	6	-10
COc1ccc(C(C(=O)NC2CCCC2)N(C(=O)c2snc(C(N)=O)c2N)c2cc(C)ccc2OC)cc1OC (stereo unspecified)	-6	0	1	1.2	8	7	-1	4	9
O=C(c1ccco1)N1CCCC(c2nc3c(nnn3Cc3ccc(F)cc3)c(=O)[nH]2)C1 (stereo unspecified)	-20	-12	0	0.5	-7	10	3	3	7
O=C(COCc1ccccc1)N[C@@H](Cc1ccc(O)cc1)C(=O)O	-7	1	-4	0.5	-4	-2	1	3	21
Cc1ccccc1NS(=O)(=O)c1cc(C(=O)Nc2cccc(N(C)S(C)(=O)=O)c2)ccc1C	30	6	4	-3.5	2	14	0	15	-4
O=C(c1cccc(C(F)(F)F)c1)N1CCN(C2CCCCC2)CC1	0	2	-1	-1.3	6	-9	-2	-1	-2
O=C(O)C1Cc2ccccc2CN1C(=O)c1ccccc1 (stereo unspecified)	-3	-9	-4	3.2	-5	7	-4	-7	2
Cc1cc(=O)oc2cc(OC(C)C(=O)NCC3CCC(C(=O)O)CC3)c(Cl)cc12 (stereo unspecified)	5	-2	1	-0.4	0	-3	2	0	-53
O=C(Nc1ccccc1)N1CCC(c2ccccc2)C1 (stereo unspecified)	-35	29	-2	3.8	3	1	4	-3	28
CCOc1cc(/C=N/NC(=O)C2CC2)ccc1OC(C)C	24	-5	-8	-0.6	-7	33	2	-4	-12

Overlap with the part before: two entries, followed by the next part.
SMILES	Mdm2 MdmX PPI	EBI2 antag	APJ agonist	UPR CHOP act	CXCR6 block	tim23-1 inh	XBP1 UPR activ	CCR6 antag	APJ antag
O=C(Nc1ccccc1)N1CCC(c2ccccc2)C1 (stereo unspecified)	-35	29	-2	3.8	3	1	4	-3	28
CCOc1cc(/C=N/NC(=O)C2CC2)ccc1OC(C)C	24	-5	-8	-0.6	-7	33	2	-4	-12
CC(=O)Nc1ccc(C(=O)N/C(=C/c2ccccc2)C(=O)Nc2cccc(C(=O)O)c2)cc1	5	-3	-3	-1.4	5	6	-1	7	-3
O=C(CSc1nnc(-c2ccccc2O)o1)Oc1ccc(OCc2ccccc2)cc1	27	2	-1	1.3	-4	-7	4	13	-29
CC(=O)NCCNC(=O)c1cc(-c2cccc3ccccc23)nc2ccccc12	29	4	-6	-0.6	1	12	-3	0	-6
CCc1nnc(NC(=O)C2(C)COC(c3ccccc3)OC2)s1 (stereo unspecified)	-1	-24	-4	-1.1	-6	11	-3	-4	-7
CC(C)CN(C(=O)CSc1nnc2ccccn12)C1CCS(=O)(=O)C1 (stereo unspecified)	14	1	-5	0.0	8	3	-1	-6	6

Just EBI2 antag, CCR6 antag and APJ antag, for 2 of the compounds above:
| canonical_smiles | EBI2 antag | CCR6 antag | APJ antag |
| --- | --- | --- | --- |
| CC(C)CN(C(=O)CSc1nnc2ccccn12)C1CCS(=O)(=O)C1 (stereo unspecified) | 1 | -6 | 6 |
| O=C(CSc1nnc(-c2ccccc2O)o1)Oc1ccc(OCc2ccccc2)cc1 | 2 | 13 | -29 |

A portion of the library. The share of hits here may be higher or lower than overall.
